MCF10A rereplic – induces DNA re-replication in MCF 10a normal breast cells; MCF 10A DNA re-replication, Hoechst nuclear intensity, 48 h; Potency, µM (doses to about 46.1 µM), without a hit: top-dose activity, positive = re-replication, actives largely listed as activators; actives 2.9% (n = 350,000); also: % of control where 0% means no effect; nearly all actives have a fitted effect of over 50% in size
KB-3-1 cytotox – kills parental KB-3-1 adenocarcinoma cells; KB-3-1 viability, CellTiter-Glo ATP luminescence, 72 h; Potency, µM (top dose mostly 46.1 µM), inactives show at the highest dose activity change, negative = cytotoxic, hits mostly cytotoxic; actives 1.4% (n = 400,000); also: % is scaled to controls: 0 for no effect and ±100 for the full control effect; nearly all actives have a fitted effect of over 60% in size
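Parental KB-3-1 adenocarcinoma cells in phenol-red-free DMEM with 10% FBS were pin-treated with compounds at several concentrations, incubated 72 h at 37 °C, and viability read by CellTiter-Glo luminescence; concentration-effect curves were fitted after normalization.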
SW480 rerep – DNA re-replication induction in SW480 cells; SW480 DNA re-replication, Hoechst DNA content imaging, 48 h; Potency, µM (series often up to 46.1 µM), for the others: top-dose re-replication activation, hits mostly activators; actives 1.8% (n = 340,000); AID 624297; also: % of control where 0% means no effect; nearly all actives have a fitted effect of over 55% in size
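SW480 cells exposed to compounds for 48 hr at 37 C, 5% CO2, then Hoechst-stained 40 min. Nuclear DNA content imaged by fluorescence scanning (405 nm excitation, 500-530 nm emission); re-replication scored as increased high-intensity nuclei.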
HT1080 IDH1KD tx – toxicity to HT-1080 IDH1 knockdown cells (counter line); HT-1080 IDH1 knockdown viability, ATP luminescence, 48 h; Potency, µM (series often up to 46.1 µM), for the others: at the highest dose activity, negative = toxicity, hits mostly cytotoxic; actives 2% (n = 360,000); AID 686971;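 also: 0% = DMSO wells and -100% = cell-free medium wells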
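Cytotoxicity counter-line: IDH1KD HT-1080, 48 h, CellTiter-Glo. Curves classed by r2, magnitude and activity.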
ATXN2 expr inh – reduces ATXN2 reporter expression in HEK-293 cells; AID 1745845; HEK-293 ATXN2-luciferase reporter, luminescence, 24 h; Potency, µM (top dose mostly 57 µM), inactives show at the top dose activity change, negative = inhibition, most hits filed as inhibitors; actives 0.72% (n = 360,000); also: % is scaled to controls: 0 for no effect and ±100 for the full control effect; nearly all actives have a fitted effect of over 55% in size
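qHTS (up to 57 uM final) was run with 24 h compound exposure of reporter cells at 37 °C. Each well was multiplexed: SteadyGlo luminescence measured ATXN2-luciferase expression after a fluorogenic Gly-Phe-AFC viability readout (25 uM final).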
HT1080-NT tox – kills 2HG-producing HT-1080-NT fibrosarcoma cells; HT-1080-NT fibrosarcoma viability, CellTiter-Glo ATP luminescence, 48 h; Potency, µM (doses to about 46.1 µM), inactives show top-dose activity, negative = less viability, usual class: cytotoxic; actives 1.6% (n = 360,000); AID 686970;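 also: NT is the 2HG producing partner of a matched IDH1 knockdown line; 0% = DMSO-treated cells and -100% = media-only wells without cells; nearly all actives have a fitted effect of over 55% in size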
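Fibrosarcoma NT cells, 750 per well in 5% FBS RPMI, were exposed to compound for 48 hours. Viability: CellTiter-Glo luminescence.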
ATXN viability – reduces viability in counter-screen for ATXN expression inhibitors; S2 cells (HEK-293 line with an ATXN2-luciferase reporter) viability, CellTiter-Fluor protease fluorescence, 24 h; Potency, µM (series often up to 56.7 µM), most hits filed as cytotoxic; actives 0.49% (n = 400,000); AID 651635; also: nearly all actives have a fitted effect of over 40% in size
KB-V1 cytotox – kills drug-selected multidrug resistant KB-V1 cells. actives 3.4% (n = 400,000). Potency, µM (highest dose often 46.1 µM), for inactives: top-dose activity change, negative = cytotoxicity, usual class: cytotoxic. AID 1347076. KB-V1 MDR cells viability, CellTiter-Glo, 72 h; also: % is scaled to controls: 0 for no effect and ±100 for the full control effect; nearly all actives have a fitted effect of over 60% in size
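qHTS viability screen in drug-selected KB-V1 MDR cells: 72 h compound treatment at 37 degrees C, ATP luminescence end point.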
The depositor's hits bear a star; i = inactive; ? = inconclusive; . = no result given; ! = not active in a repeat; [ ] = remark or other dose. Calls follow the shape of the dose curve; as a rule, active = well fitted curve in the direction sought with a large enough effect; inconclusive = small, poorly fitted or top-dose-only effect, or another doubt; inactive = no such curve, though single readings can be large; an effect the other way counts as inactive or inconclusive. Potency is read from the fitted curve at half-maximal effect.

The opening 16 compounds, ahead of the listing:
SMILES | MCF10A rereplic | KB-3-1 cytotox | SW480 rerep | HT1080 IDH1KD tx | ATXN2 expr inh | HT1080-NT tox | ATXN viability | KB-V1 cytotox
O=C(CCl)c1ccc(Cl)cc1Cl | . | . | . | . | ? | . | 11µM*! | .
COc1ccc2c(C(=O)c3ccc(Cl)cc3)c(C)n(CC(=O)O)c2c1 | . | . | . | . | 11% | . | i | .
COc1cccc(C(=O)CCN[C@@H](C)[C@H](O)c2ccccc2)c1 | . | . | . | . | ? | . | 32µM*! | .
COc1cc(CC(C)N)cc2c1OCO2 (configuration not stated) | . | . | . | . | -11%[116 µM] | . | i | .
C[C@]12Cc3cn[nH]c3C[C@@H]1CC[C@@H]1[C@@H]2CC[C@@]2(C)[C@H]1CC[C@]2(C)O | . | . | . | . | -11% | . | i | .
CCCOC(=O)c1cncn1C(C)c1ccccc1 (configuration not stated) | . | . | . | . | 9% | . | i | .
COC(=O)[C@@H](N)CCCN/C(N)=N/[N+](=O)[O-] | . | . | . | . | 10% | . | i | .
ClCCN1CCCC1 | . | . | . | . | 8% | . | i | .
CN(C)CCc1c[nH]c2cccc(O)c12 | . | . | . | . | ? | . | i | .
COc1cc(CC(C)N)cc(OC)c1OC (configuration not stated) | . | . | . | . | 9%[116 µM] | . | ? | .
CN(C)CCc1c[nH]c2ccccc12 | . | . | . | . | 27%[222 µM] | . | i | .
C#C[C@]1(O)C=C[C@H]2[C@@H]3CCC4=CC(=O)CC[C@@H]4[C@H]3CC[C@@]21CC | . | . | . | . | -13% | . | i | .
O=C1OC(CCN2CCCCC2)OC1(c1ccccc1)c1ccccc1 (configuration not stated) | . | . | . | . | -4% | . | i | .
Nc1ccc(Cl)cc1C(=O)c1ccccc1F | . | . | . | . | 0% | . | i | .
COC[C@@H](NC(C)=O)C(=O)NCc1ccccc1 | . | . | . | . | -1% | . | i | .
C[C@]12CC[C@H]3[C@@H](CCC4=CC(=O)CC[C@@H]43)[C@@H]1CC[C@@H]2OC(=O)CCc1ccco1 | . | . | . | . | -9% | . | i | .

The listing, from the start:
SMILES | MCF10A rereplic | KB-3-1 cytotox | SW480 rerep | HT1080 IDH1KD tx | ATXN2 expr inh | HT1080-NT tox | ATXN viability | KB-V1 cytotox
O=C(CCl)c1ccc(Cl)cc1Cl | . | . | . | . | ? | . | 11µM*! | .
COc1ccc2c(C(=O)c3ccc(Cl)cc3)c(C)n(CC(=O)O)c2c1 | . | . | . | . | 11% | . | i | .
COc1cccc(C(=O)CCN[C@@H](C)[C@H](O)c2ccccc2)c1 | . | . | . | . | ? | . | 32µM*! | .
COc1cc(CC(C)N)cc2c1OCO2 (configuration not stated) | . | . | . | . | -11%[116 µM] | . | i | .
C[C@]12Cc3cn[nH]c3C[C@@H]1CC[C@@H]1[C@@H]2CC[C@@]2(C)[C@H]1CC[C@]2(C)O | . | . | . | . | -11% | . | i | .
CCCOC(=O)c1cncn1C(C)c1ccccc1 (configuration not stated) | . | . | . | . | 9% | . | i | .
COC(=O)[C@@H](N)CCCN/C(N)=N/[N+](=O)[O-] | . | . | . | . | 10% | . | i | .
ClCCN1CCCC1 | . | . | . | . | 8% | . | i | .
CN(C)CCc1c[nH]c2cccc(O)c12 | . | . | . | . | ? | . | i | .
COc1cc(CC(C)N)cc(OC)c1OC (configuration not stated) | . | . | . | . | 9%[116 µM] | . | ? | .
CN(C)CCc1c[nH]c2ccccc12 | . | . | . | . | 27%[222 µM] | . | i | .
C#C[C@]1(O)C=C[C@H]2[C@@H]3CCC4=CC(=O)CC[C@@H]4[C@H]3CC[C@@]21CC | . | . | . | . | -13% | . | i | .
O=C1OC(CCN2CCCCC2)OC1(c1ccccc1)c1ccccc1 (configuration not stated) | . | . | . | . | -4% | . | i | .
Nc1ccc(Cl)cc1C(=O)c1ccccc1F | . | . | . | . | 0% | . | i | .
COC[C@@H](NC(C)=O)C(=O)NCc1ccccc1 | . | . | . | . | -1% | . | i | .
C[C@]12CC[C@H]3[C@@H](CCC4=CC(=O)CC[C@@H]43)[C@@H]1CC[C@@H]2OC(=O)CCc1ccco1 | . | . | . | . | -9% | . | i | .
c1ccc(N2CCNCC2)cc1 | . | . | . | . | 0% | . | i | .
CC(=O)OC1(c2ccccc2)CCN(CCc2ccccc2)CC1 | . | . | . | . | ? | . | ? | .
O=C(CBr)Nc1ccc(Cl)cc1C(=O)c1ccccc1F | . | . | . | . | -7% | . | i | .
CCN[C@H](C)Cc1cccc(C(F)(F)F)c1 | . | . | . | . | 12%[116 µM] | . | i | .
O=C(COc1ccccc1Cl)N1CCN(CCc2ccncc2)CC1 | . | -14% | . | . | . | . | . | -17%
Cc1ccc(C(=O)CN2CCOCC2)cc1 | . | 20% | . | . | . | . | . | 10%
Cc1ccc(-n2c(/C=C/c3cc(Br)cs3)nc3ccccc3c2=O)cc1C | . | -3% | . | . | . | . | . | -1%
NCC(=O)c1cccc([N+](=O)[O-])c1 | . | 19% | . | . | . | . | . | 4%
C=CCN1C(=O)C2(C(C(=O)OC)=C(N)Oc3c2c(=O)oc2ccccc32)c2ccccc21 (configuration not stated) | . | ? | . | . | . | . | . | -15%
SMILES | MCF10A rereplic | KB-3-1 cytotox | SW480 rerep | HT1080 IDH1KD tx | ATXN2 expr inh | HT1080-NT tox | ATXN viability | KB-V1 cytotox
O=c1c2ccccc2nc(/C=C/c2cccc3ccccc23)n1-c1ccc(Cl)cc1 | . | -14% | . | . | . | . | . | 9%
Cc1ccc(NC(=O)CN2C(=O)CN=C(c3ccccc3)c3ccccc32)cc1 | . | 7% | . | . | . | . | . | 0%
COc1ccc(OCC(=O)N2CCN(CCc3ccncc3)CC2)cc1 | . | -5% | . | . | . | . | . | 12%
O=c1c2ccccc2nc(/C=C/c2ccccc2)n1-c1ccccc1F | . | -3% | . | . | . | . | . | -24%
CC1(C)N([O])C(c2ccc(C(=O)O)cc2)=[N+]([O-])C1(C)C | . | ? | . | . | . | . | . | ?
ClCCN(CCCl)c1ccc(/C=C/c2sc3ccccc3[n+]2CCCCI)cc1 | . | ? | . | . | . | . | . | 3%
CN1CC[C@@]2(C)c3cc(O)ccc3N(C)C12 (some centres not stated) | . | ? | . | . | . | . | . | ?
COc1cc2nc(N3CCCN(C)CC3)nc(N(C)C3CCN(C)CC3)c2cc1OC | . | -1% | . | . | . | . | . | 0%
COc1cccc(/C=C/c2nc3ccccc3c(=O)n2-c2ccc(Cl)cc2)c1OC | . | -24% | . | . | . | . | . | 3%
O=C(CCl)c1ccc(O)c(O)c1 | . | -37% | . | . | . | . | . | -2%
CC(N)[C@H](O)c1ccc(O)c(O)c1 (some centres not stated) | . | -5% | . | . | . | . | . | -14%
Cc1ccc(-n2c(/C=C\c3ccc(F)c(F)c3)nc3ccccc3c2=O)c(C)c1 | . | 2.9µM* | . | . | . | . | . | 4.1µM*
Cc1ccc(-n2c(/C=C\c3ccc(F)cc3)nc3ccccc3c2=O)cc1Cl | . | 0% | . | . | . | . | . | 7%
CSc1ccc(/C=C/c2nc3ccccc3c(=O)n2-c2cccc(Cl)c2C)cc1 | . | -26% | . | . | . | . | . | -13%
O=C(CI)c1ccc(Cl)cc1 | . | 0% | . | . | . | . | . | -6%
COC(=O)C1(F)C(=O)NC(=O)NC1O (configuration not stated) | . | . | . | -3% | . | -3% | . | 0%
C[C@](O)(CS(=O)(=O)c1ccc(F)cc1)C(=O)Nc1ccc(C#N)c(C(F)(F)F)c1 | 7% | . | 2% | . | ? | . | . | .
COC(=O)C[C@](O)(CCCC(C)(C)O)C(=O)O[C@@H]1C(OC)=C[C@]23CCCN2CCc2cc4c(cc2[C@H]13)OCO4 | ? | . | 26% | . | 63%[activator] | . | . | .
COc1ccc(NC(=O)c2cccn(Cc3ccc(Cl)cc3)c2=O)c(OC)c1 | . | -23% | . | . | -23% | . | . | ?

Some of the compounds tested; count on the stated rates, not on these rows.
